Source: PubChem BioAssay (several laboratories)
PfHsp40 rescue = restores yeast growth despite PfHsp40 toxicity; S. cerevisiae expressing PfHsp40, growth rescue, ATP luminescence; growth rescue, % at 12.5 µM; hit rate 0.68% among 340,000; in the data active = growth rescue above about 28%, passing the limit was not always enough; inconclusive = no clear call, values can overlap the other calls;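 also: yeast W303a lacking pdr1 and pdr3 grown in galactose medium; growth measured after three days at 30 °C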
BoNT F protease = inhibitors of Botulinum neurotoxin F light chain protease; Multiplex microsphere protease cleavage assay, flow cytometry; hit rate 0.22% among 360,000; AID 588497; inhibition, % at 10 µM; in the data active = inhibition above about 35%, passing the limit was not always enough; inconclusive = no clear call, values can overlap the other calls; also: plate controls were buffer without enzyme for full effect and enzyme alone for no effect
Anthrax LF inh2 = anthrax lethal factor protease inhibition; multiplex microsphere protease cleavage assay, LF; P15917; hit rate 0.12% among 360,000; inhibition, % at 10 µM; also: plate controls were buffer without enzyme for full effect and enzyme alone for no effect
Target sequence (P15917 whole entry, looked up): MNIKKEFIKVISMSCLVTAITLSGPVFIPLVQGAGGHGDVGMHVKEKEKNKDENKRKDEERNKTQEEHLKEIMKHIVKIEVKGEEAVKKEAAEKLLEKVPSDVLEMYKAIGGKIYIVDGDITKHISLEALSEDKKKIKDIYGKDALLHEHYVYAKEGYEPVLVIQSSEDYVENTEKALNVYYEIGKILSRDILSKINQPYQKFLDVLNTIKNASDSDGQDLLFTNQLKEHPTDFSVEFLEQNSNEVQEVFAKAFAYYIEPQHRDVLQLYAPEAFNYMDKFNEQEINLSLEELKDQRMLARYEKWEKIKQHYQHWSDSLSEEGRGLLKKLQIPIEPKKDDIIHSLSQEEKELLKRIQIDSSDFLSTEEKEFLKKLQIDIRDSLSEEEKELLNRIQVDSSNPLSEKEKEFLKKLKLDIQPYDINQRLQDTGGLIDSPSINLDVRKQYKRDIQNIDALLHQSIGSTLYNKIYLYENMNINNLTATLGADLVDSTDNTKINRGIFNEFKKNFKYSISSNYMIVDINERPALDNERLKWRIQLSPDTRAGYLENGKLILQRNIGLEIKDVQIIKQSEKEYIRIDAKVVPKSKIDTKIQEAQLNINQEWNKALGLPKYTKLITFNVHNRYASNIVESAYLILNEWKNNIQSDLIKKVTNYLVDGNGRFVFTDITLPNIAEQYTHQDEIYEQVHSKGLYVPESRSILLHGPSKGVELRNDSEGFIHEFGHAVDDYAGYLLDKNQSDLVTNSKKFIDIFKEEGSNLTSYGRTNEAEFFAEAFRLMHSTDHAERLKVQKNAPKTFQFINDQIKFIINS
Mtb FBA inh = inhibitors of M. tuberculosis fructose-bisphosphate aldolase | purified M. tuberculosis FBA, fluorescence read-out | hit rate 2.3% among 360,000 | P9WQA3 | AID 588726 | inhibition, % at 1 µM; in the data active = inhibition above about 27%;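 also: 0% = vehicle and 100% = reference inhibitor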
GDH-TPI counter = counter-screen for M. tuberculosis FBA inhibitors: GDH-TPI coupled enzymes | GDH-TPI coupled enzyme counterscreen, NADH absorbance | hit rate 1.2% among 360,000 | AID 588335 | inhibition, % at 4.8 µM; in the data active = inhibition above about 30%;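 also: 0% = DMSO wells and 100% = wells lacking the enzyme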
BoNT A protease = blocks Botulinum neurotoxin A light chain protease | multiplex microsphere protease substrate cleavage, flow cytometry | inhibition, % at 10 µM | hit rate 0.17% among 360,000; also: plate controls were buffer without enzyme for full effect and enzyme alone for no effect
BioA inh = blocks M. tuberculosis BioA enzyme activity. inhibition, % at 9.99 µM. purified M. tuberculosis BioA enzyme, plate reader. hit rate 0.096% among 360,000; in the data active = inhibition above about 40%; inconclusive = no clear call, values can overlap the other calls
Mtb UGM inh = Mtb UDP-galactopyranose mutase inhibition; hit rate 0.06% among 320,000; purified UGM, fluorescence polarization probe displacement; P9WIQ1; inhibition, % at 10 µM; AID 504406; in the data active = inhibition above about 10%, passing the limit was not always enough; inconclusive = no clear call, values can overlap the other calls
FadD28 binding = M. tuberculosis FadD28 bisubstrate binding inhibition. FadD28 bisubstrate probe binding, fluorescence polarization. inhibition, % at 12.5 µM. hit rate 0.22% among 360,000. AID 588549; in the data active = inhibition above about 8.5%, passing the limit was not always enough; inconclusive = no clear call, values can overlap the other calls
* marks the source's active call; other numbers are inactive results; ? = inconclusive; nt = no result given. Rule as the data show it, unless noted: active = inhibition above about 30%; inconclusive = no clear call, values can overlap the other calls; inactive = below that.

SMILES	PfHsp40 rescue	BoNT F protease	Anthrax LF inh2	Mtb FBA inh	GDH-TPI counter	BoNT A protease	BioA inh	Mtb UGM inh	FadD28 binding
NC(=S)n1[nH]c(-c2ccc([N+](=O)[O-])cc2)c(N=Nc2ccc(O)cc2)c1=O	-2.7	-1	-17	-11	26	0.5	-1.0	3.5	-1.1
O=C(OCCN1CCOCC1)c1ccccc1	-0.4	15	6	-5	-13	-2.4	-0.5	1.6	-3.3
COc1cc(C(=O)NC(=S)NC(C)C)cc(OC)c1OC	-0.8	-1	-4	-3	-3	0.1	nt	-2.1	-3.4
CCCn1c(SCC(=O)Nc2nc(C)cs2)nnc1-c1cccnc1	-0.9	-11	1	-2	1	-0.8	2.6	1.1	-2.6
CC(C)(C)c1ccc(-c2nnc3sc(-c4ccncc4)nn23)cc1	-0.8	17	3	1	-5	2.1	-0.8	1.6	-5.3
CCC(CC)c1nnc(NC(=O)C2=COCCO2)s1	1.4	?	2	-1	9	1.3	nt	-0.2	-5.6
CCc1ccccc1N(C(=O)Cn1nnc2ccccc21)C(C(=O)NCCOC)c1ccco1 (configuration not stated)	-1.3	-20	-7	0	-2	0.1	5.7	1.6	-2.5
CCC1CSC(Nc2ccc(C(=O)/C=C/c3ccc(OC)c(OC)c3)cc2)=N1 (configuration not stated)	0.1	9	15	-1	13	21	nt	-1.5	-3.5
O=C(Cn1ccccc1=O)Nc1ccc(Cl)c(S(=O)(=O)N2CCCCC2)c1	-0.4	2	-2	4	5	1.5	-0.8	-2.1	-1.0
Cc1cccc(OCCNC(=O)c2cc(-n3cnnc3)ccc2Cl)c1	-0.7	3	11	0	10	0.5	-1.1	0.2	-0.3
CCCNC(=O)c1onc(CSc2ccc(F)cc2)c1C(=O)NCCC	1.2	-1	2	-3	5	-0.2	6.7	-1.9	-1.8
Cc1noc(C)c1COC(=O)[C@@H](NC(=O)c1ccccc1)C(C)C	0.2	2	-4	0	7	0.3	nt	-1.6	-0.5
CN(CC(=O)Nc1ccc(Cl)c(C(F)(F)F)c1)C(=O)c1cc(-c2ccncc2)nc2ccccc12	-1.3	6	4	0	1	0.4	-2.6	-1.0	-4.5
O=C(CCNC(=O)c1ccc(Cl)cc1)Nc1ccccc1Cl	-0.8	-19	-8	1	-3	-2.9	0.6	0.7	nt
Cc1nn(CC(=O)NCc2ccccc2Cl)c(C)c1[N+](=O)[O-]	-0.3	-6	-1	6	-2	-0.2	0.1	0.3	-2.0
Cc1cccc(-n2c(SCC(N)=O)nc3c(c2=O)C2(CCCC2)Cc2ccccc2-3)c1	4.2	-4	-5	14	19	0.7	0.7	0.3	-5.6
COc1ccc(/C=C/C(=O)Nc2cc(C(F)(F)F)ccc2Cl)cc1OC	3.2	-10	-3	7	25	-0.3	-1.8	0.5	-0.5
COc1ccc(CCNC(=O)c2ccccc2NS(=O)(=O)c2cc(C(=O)O)ccc2OC)cc1	-2.2	-2	3	1	-7	3.0	nt	2.1	-5.0
O=C1CC(=O)Nc2ccccc2N1	nt	0	1	0	2	-0.3	-0.5	nt	-1.4
COc1ccc(S(=O)(=O)N2CCC3(CC2)OCCN3S(=O)(=O)c2c(C)cc(C)cc2C)cc1	-0.3	-2	-3	5	5	-1.5	-2.4	5.2	-1.6
O=C(Nc1cccc(O)c1)c1ccccc1	0.2	-2	-4	2	3	0.1	0.4	1.9	-0.3
C=C(C)c1ccccc1NC(=O)CCN1C(=O)c2ccccc2S1(=O)=O	-0.5	-4	7	2	1	2.2	0.2	2.2	-0.8
Cc1[nH]c(=O)[nH]c(=O)c1S(=O)(=O)N1CCCC(C(=O)NCCC2=CCCCC2)C1 (configuration not stated)	-0.7	-1	1	0	3	-0.2	nt	-0.4	-0.4
CCC[C@@H]1CCCO[C@@](C(=O)NCc2ccc(S(C)(=O)=O)cc2)(C(F)(F)F)C1	0.2	5	-2	3	4	0.4	0.1	0.6	-2.7
O=[N+]([O-])c1cc(C(F)(F)F)ccc1NCCc1ccccn1	1.1	-5	2	-4	2	-0.3	nt	-2.1	-2.5

More results follow:
SMILES	PfHsp40 rescue	BoNT F protease	Anthrax LF inh2	Mtb FBA inh	GDH-TPI counter	BoNT A protease	BioA inh	Mtb UGM inh	FadD28 binding
CCN(CC)CCCN(Cc1cc2cc3c(cc2[nH]c1=O)OCCO3)C(=O)Nc1ccc(F)cc1	-1.4	-2	4	13	10	-0.3	-1.7	1.3	-6.4
COc1ccc(C(=O)NCc2nnc(SCC(=O)Nc3cc(OC)ccc3OC)o2)cc1	0.4	-8	2	3	2	-0.5	1.0	0.0	-1.7
C/C(=C(\C#N)C(=O)NC1CCCCC1)N(C)C	-0.6	1	4	-1	0	-1.4	-0.2	1.5	0.1
COc1cccc(COC(=O)c2cc(=O)[nH]c3ccc(S(=O)(=O)N4CCOCC4)cc23)c1OC	-1.0	5	-1	2	9	2.8	0.5	3.4	-0.4
COc1cccc(OCc2nnc(-c3cccs3)o2)c1	1.0	-4	-1	4	-2	-2.8	2.8	-1.7	1.0
COc1cc2c(cc1NC(=O)COCC(=O)O)oc1ccccc12	nt	-5	-1	1	17	1.8	0.5	0.0	1.6
CN(CC(=O)Nc1ccc(N2CCOCC2)cc1)C(=O)c1cccc(Cl)c1Cl	-0.5	-2	-2	4	5	0.1	-1.7	4.1	0.9
COc1cccc(C2C3=C(CCCC3=O)Nc3[nH]n(-c4ccccc4)c(=O)c32)c1 (configuration not stated)	0.7	-9	-2	0	21	-1.0	nt	-1.0	-2.6
Cc1c(NC(=O)C(C)OC(=O)c2cc(-c3cccc4ccccc34)nc3ccccc23)c(=O)n(-c2ccccc2)n1C (configuration not stated)	2.0	2	3	1	10	1.9	nt	0.8	-18
CC(OC(=O)c1cc(=O)[nH]c2ccccc12)C(=O)N1C(C)CCCC1C (configuration not stated)	-1.5	-2	3	4	18	1.5	-1.2	nt	-3.6
CCOC(=O)C1CCN(c2c(NCc3ccc(C(=O)NCCC(C)C)cc3)c(=O)c2=O)CC1	0.6	3	-1	2	1	0.2	-0.3	-0.5	-3.3
CCc1ccc(S(=O)(=O)NCC2(N3CCOCC3)CCCCC2)cc1	-0.2	0	-1	0	-2	-0.9	0.6	1.7	-2.0
CNc1nc(-c2cccc(C(=O)N(C)C)c2)cn2ccnc12	nt	4	-3	2	-1	-0.2	1.1	nt	-1.9
CCCCCC(=O)Nc1cccc(C2=NOC3(C2)C[C@H](C(N)=O)N(C(=O)c2ccccc2C(=O)c2ccccc2)C3)c1 (some centres not stated)	0.8	-1	-7	-3	-7	-0.2	1.4	0.4	-5.3
COc1ccccc1N(C)S(=O)(=O)c1ccc(Cl)c(C(=O)NCCCN2CCOCC2)c1	0.2	2	4	1	1	0.1	-0.8	-1.7	-0.6
Cn1nc(C(F)(F)F)c2cc(C(=O)O)sc21	-0.1	-3	-3	4	4	0.7	nt	0.3	-0.7
O=C(CS(=O)(=O)Cc1ccccc1)Nc1nnc(C2CCCCC2)s1	-0.1	-1	-3	1	-2	-1.2	0.1	-1.3	3.1
CC(=O)N/C(=C\c1ccccc1)C(=O)OCC(=O)N(C)C1CCS(=O)(=O)C1 (configuration not stated)	0.5	-8	-3	1	-2	0.4	0.0	1.4	nt
CC(C(=O)Nc1ccccc1Cl)c1ccc([N+](=O)[O-])cc1 (configuration not stated)	0.3	-2	1	-4	-4	-0.2	nt	-1.6	0.0
Cc1ccc(C(=O)N(Cc2cccs2)C2CCS(=O)(=O)C2)cc1 (configuration not stated)	1.4	9	-2	3	3	1.2	-0.2	1.6	-1.1
Cc1cccc(C2=NNC(=O)C(c3ccc(Cl)cc3)C2)c1 (configuration not stated)	4.3	0	-6	1	6	-0.9	nt	3.4	-2.2
Cc1ccc(S(=O)(=O)Nc2cccc3cccnc23)c([N+](=O)[O-])c1	-1.3	-5	-1	-1	10	0.3	0.8	-1.5	1.0
Cc1nn(Cc2ccc(C(=O)NN)o2)c(C)c1Cl	0.9	?	0	0	16	1.6	nt	0.9	-1.4
CCc1cccc(CC)c1NC(=O)C1CN(S(=O)(=O)c2ccccc2)CCN1S(=O)(=O)c1ccccc1 (configuration not stated)	2.4	-6	3	1	-1	2.1	0.2	1.7	1.1
O=C(NNC(=S)Nc1ccc(Cl)cc1)c1ccccc1OC(F)F	4.0	1	-2	2	19	-0.9	nt	-0.9	0.0

(further entries)
SMILES	PfHsp40 rescue	BoNT F protease	Anthrax LF inh2	Mtb FBA inh	GDH-TPI counter	BoNT A protease	BioA inh	Mtb UGM inh	FadD28 binding
COc1cccc(/C=N/NC(=O)CN2CC(c3ccccc3)CC2=O)c1OC (configuration not stated)	0.9	-7	-1	26	7	0.1	nt	0.3	-0.7
CCOc1ccccc1NC(=O)C(OC(=O)c1ccc(N(C)C)cc1)c1ccccc1 (configuration not stated)	1.3	0	2	-6	4	0.2	2.1	2.9	-2.0
COc1ccc(N/C(C)=C/C(=O)c2ccccc2)cc1	-1.8	0	1	-1	22	0.5	0.8	0.2	-0.7
COc1cccc(C(c2c(O)nc(SC)n(C)c2=O)c2c(O)nc(SC)n(C)c2=O)c1	0.2	4	-4	0	-1	2.2	0.7	-0.5	1.1
COc1ccc(C(=O)N/C(=C\c2cc(OC)c(OC)cc2[N+](=O)[O-])C(=O)NCCO)cc1	0.1	2	0	-1	6	0.2	nt	-1.6	-4.3
Cc1ccc(C(NC(=O)c2ccccc2)C(Cl)(Cl)Cl)cc1 (configuration not stated)	-0.6	-2	-1	5	4	-0.9	-0.5	4.1	0.5
CN(CC1COc2ccccc2O1)C(=S)NC1CCCCC1 (configuration not stated)	10	1	-7	1	6	-0.4	-0.4	-3.5	-1.9
COC(=O)c1cc(C(=O)OCC(=O)Nc2ccccc2OC(F)F)cc([N+](=O)[O-])c1	1.4	-9	0	-1	2	-0.9	nt	5.2	-1.1
O=C(O)c1ncc(-c2ccccc2)cn1	-1.7	-9	-5	3	7	-4.5	-1.7	-0.2	-0.1
Cc1cc(C)cc(NS(=O)(=O)c2ccc(NC(=O)c3ccccc3C(=O)O)cc2)c1	nt	?	-8	-1	9	-3.1	-0.1	0.2	-1.5
O=C(c1cc2cc(Br)ccc2o1)N1CCCCC1	-0.6	0	-1	1	-3	0.3	1.3	-1.9	-2.7

Part of the list above in order of number of heavy atoms, falling:
SMILES	PfHsp40 rescue	BoNT F protease	Anthrax LF inh2	Mtb FBA inh	GDH-TPI counter	BoNT A protease	BioA inh	Mtb UGM inh	FadD28 binding
COc1ccc(C(=O)N/C(=C\c2cc(OC)c(OC)cc2[N+](=O)[O-])C(=O)NCCO)cc1	0.1	2	0	-1	6	0.2	nt	-1.6	-4.3
CCOc1ccccc1NC(=O)C(OC(=O)c1ccc(N(C)C)cc1)c1ccccc1 (configuration not stated)	1.3	0	2	-6	4	0.2	2.1	2.9	-2.0
COC(=O)c1cc(C(=O)OCC(=O)Nc2ccccc2OC(F)F)cc([N+](=O)[O-])c1	1.4	-9	0	-1	2	-0.9	nt	5.2	-1.1
COc1cccc(/C=N/NC(=O)CN2CC(c3ccccc3)CC2=O)c1OC (configuration not stated)	0.9	-7	-1	26	7	0.1	nt	0.3	-0.7
O=C(NNC(=S)Nc1ccc(Cl)cc1)c1ccccc1OC(F)F	4.0	1	-2	2	19	-0.9	nt	-0.9	0.0
CN(CC1COc2ccccc2O1)C(=S)NC1CCCCC1 (configuration not stated)	10	1	-7	1	6	-0.4	-0.4	-3.5	-1.9
Cc1ccc(C(NC(=O)c2ccccc2)C(Cl)(Cl)Cl)cc1 (configuration not stated)	-0.6	-2	-1	5	4	-0.9	-0.5	4.1	0.5
O=C(c1cc2cc(Br)ccc2o1)N1CCCCC1	-0.6	0	-1	1	-3	0.3	1.3	-1.9	-2.7
O=C(O)c1ncc(-c2ccccc2)cn1	-1.7	-9	-5	3	7	-4.5	-1.7	-0.2	-0.1
